# Source: PubChem BioAssay (several laboratories)
# PrPC surface inh: inhibitors of human cell surface prion protein PrPC, primary screen, cell-based, TR-FRET. Major prion protein (Homo sapiens), P04156. TR-FRET read-out. inhibition, % at 13.8 µM. hit rate 0.43% among 370,000. AID 720596, 2013; in the data active = inhibition above about 24%; also: 0% = median of the test wells and 100% = reference compound wells
# SSB-PriA inh: inhibitors of Klebsiella pneumoniae PriA binding to SSB C-terminal tail, primary screen, biochemical, AlphaScreen; PriA–SSB C-terminal tail interaction (Klebsiella pneumoniae); AlphaScreen SSBct-PriA binding, biotinylated peptide; inhibition, % at 33 µM; AID 1272365, 2023; hit rate 0.6% among 430,000; in the data active = inhibition mostly above about 37%, no sharp cut-off; inactive = mostly below about 20%;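 also: plate controls were negative control peptide for no effect and reference peptide for full effect; strong numbers were not always called active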
# Yp Topo-I inh: Yersinia pestis topoisomerase I inhibitors, primary screen, biochemical, cleavage product accumulation, plate reader, single point; Y. pestis Topo-I cleavage product accumulation; activity, % at 10 µM; hit rate 0.064% among 360,000; in the data active = activity above about 50%, passing the limit was not always enough; inconclusive = no clear call, values can overlap the other calls; also: inactives centre near 2
# BoNT A protease: BoNT/A light chain protease inhibitors, primary screen, biochemical, flow cytometry, MLPCN library. AID 588499, 2011. inhibition, % at 10 µM. hit rate 0.17% among 360,000. Botulinum neurotoxin type A light chain protease (Clostridium botulinum A str. ATCC 3502). multiplex microsphere protease substrate cleavage; also: plate controls were buffer without enzyme for full effect and enzyme alone for no effect
# BH1578 lux ind: inducers of Vibrio cholerae quorum light production without autoinducers, primary screen, BH1578 luxS cqsA deficient, single point. V. cholerae BH1578 lux reporter, luminescence, 6 h. activation, % at 18.7 µM. hit rate 0.16% among 350,000. AID 588436, 2011; in the data active = activation mostly above about 9.7%, no sharp cut-off; inconclusive = no clear call, values can overlap the other calls; inactive = mostly below about 3.7%; also: not every result past the cut was called active; inactives centre near 0; reference of the scale not given here
# 3CLpro inhibitor: SARS-CoV 3CLpro protease inhibitors, primary screen, biochemical, quenched FRET; recombinant SARS-CoV 3CLpro, quenched FRET peptide cleavage; AID 1706, 2009; hit rate 0.14% among 290,000; inhibition, % at 6 µM; in the data active = inhibition above about 12%
# PfHsp40 yeast: rescue of yeast from PfHsp40 toxicity, primary screen, S. cerevisiae, ATP luminescence | S. cerevisiae expressing PfHsp40, growth rescue | growth rescue, % at 12.5 µM | hit rate 0.68% among 340,000 | AID 504582, 2011; in the data active = growth rescue above about 28%, passing the limit was not always enough; inconclusive = no clear call, values can overlap the other calls;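 also: yeast W303a lacking pdr1 and pdr3 grown in galactose medium; growth measured after three days at 30 °C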
# Anthrax LF inh2: Bacillus anthracis LF protease inhibitors, primary screen, biochemical, multiplex microsphere, MLPCN library | Lethal factor (Bacillus anthracis), P15917 | multiplex microsphere protease cleavage assay | hit rate 0.12% among 360,000 | inhibition, % at 10 µM | AID 588501, 2011; also: plate controls were buffer without enzyme for full effect and enzyme alone for no effect
# TcdB inh: TcdB glycohydrolase inhibitors, primary screen, biochemical, single point, plate reader; Toxin B (Clostridioides difficile), P18177; TcdB glycohydrolase enzymatic assay; inhibition, % at 9.99 µM; hit rate 0.24% among 350,000; AID 652162, 2013; in the data active = inhibition above about 10%
# * hit, by the source's call; i = inactive; u = inconclusive; x = not tested or not shown; & = joins results of further samples. Rule as the data show it, unless noted: active = inhibition above about 30%; inconclusive = no clear call, values can overlap the other calls; inactive = below that. An excerpt. The share of hits here may be higher or lower than overall.
SMILES,PrPC surface inh,SSB-PriA inh,Yp Topo-I inh,BoNT A protease,BH1578 lux ind,3CLpro inhibitor,PfHsp40 yeast,Anthrax LF inh2,TcdB inh
COc1ccc(NC(=S)N(Cc2cccnc2)Cc2cc3cc(OC)c(OC)cc3[nH]c2=O)cc1,7,-3,3,0.0,-0.4,1,0.2,-7,x
COc1cccc(NC(=O)N(C)C[C@@H]2OCc3cnnn3CCCC(=O)N([C@H](C)CO)C[C@@H]2C)c1,0,x,12,-0.6,-0.2,x,x,-2,-0.5&0.3&-3.6
CC(=O)c1sc(NC(=O)c2cc3c(C)nn(-c4ccccc4)c3s2)nc1C,3,-10,2,0.4,i,-4,-1.6,-1,x
C[C@H](NC(=O)[C@@H]1Cc2ccccc2CN1)C(=O)NC1CCCCC1,-2,-12,-10,-2.0,i,-2,-0.5,-3,-0.3
COc1ccccc1N(C)C(=O)c1cc(S(=O)(=O)N2CCCC2)cn1C,-1,-19,5,-1.0,-0.2,-3,0.6,0,1.4
CCOc1ccc(NC(=O)c2ccc(N3CC4CC(C3)c3cccc(=O)n3C4)c(N)c2)cc1 (stereo not drawn),-2,-4,8,2.8,i,2,-1.0,-1,-0.6
O=C(Cc1ccccc1)NCC(=O)OCc1ccccc1F,-3,4,12,0.7,1.7,-1,8.0,2,-0.5
CCOC(=O)c1ccc2ncc(C(=O)OCC)c(NCCN3CCOCC3)c2c1,-7,-11,26,0.2,5.6,1,-0.6,-6,1.9
CCCCc1c(O)nc(SCC(=O)NC(C)(C)C)n(-c2ccccc2C)c1=O,-5,-20,6,0.6,-0.5,5,-1.1,-2,x
Cc1ccc(NC(=O)c2sccc2C)nc1,-5,-20,5,0.4,i,3,-1.2,2,0.9
COc1c(Cl)cc(Cl)cc1CNc1ccc(S(N)(=O)=O)cc1,-2,1,-13,-0.4,i,7,0.6,-6,1.3
CC(=O)Nc1ccc(CN2CCC(CO)(CCOc3ccccc3)CC2)cc1,-1,-5,-2,-0.5,i,-2,-0.4,-3,0.5

# Among those listed so far, 2 contain a halogen.
SMILES,PrPC surface inh,SSB-PriA inh,Yp Topo-I inh,BoNT A protease,BH1578 lux ind,3CLpro inhibitor,PfHsp40 yeast,Anthrax LF inh2,TcdB inh
O=C(Cc1ccccc1)NCC(=O)OCc1ccccc1F,-3,4,12,0.7,1.7,-1,8.0,2,-0.5
COc1c(Cl)cc(Cl)cc1CNc1ccc(S(N)(=O)=O)cc1,-2,1,-13,-0.4,i,7,0.6,-6,1.3

# (next part)
SMILES,PrPC surface inh,SSB-PriA inh,Yp Topo-I inh,BoNT A protease,BH1578 lux ind,3CLpro inhibitor,PfHsp40 yeast,Anthrax LF inh2,TcdB inh
CSc1sc(-c2n[nH]c(=S)n2C)c2c1C=CCC2,9,1,5,u,i,-1,0.1,9,-0.7
CC(NC(=O)C12CC3CC(CC(O)(C3)C1)C2)c1ccccc1 (stereo not drawn),-1,-5,0,0.5,-0.5,-2,-0.2,-4,0.7
COCC(=O)OCC(=O)c1cc(C)n(-c2ccc(Br)cc2)c1C,0,-5,7,-0.4,-0.4,-1,0.7,-5,0.1
Clc1nc(Nc2ccc(N3CCOCC3)cc2)c2ccccc2n1,4,7,-10,0.9,-0.6,-2,-0.3,-2,-13
O=C(Nc1ccc(F)cc1)OCCOc1ccc(Br)cc1,7,-1,16,-2.1,-0.5,3,1.0,-8,1.5
Cc1ccc(NC(=O)CN2CCN(c3ccccn3)CC2)cc1S(=O)(=O)N(C)C,3,-4,15,-1.3,-0.4,4,1.1,-6,0.4
O=C(CSc1nc(-c2ccco2)cc(C(F)(F)F)n1)NCCCN1CCOCC1,0,1,3,-0.4,i,-4,-0.4,-7,-3.1
CC1=C(C(=O)NCc2ccccc2)C(c2ccccc2OCC(N)=O)NC(=O)N1 (stereo not drawn),-6,-6,4,-0.4,i,2,0.8,2,x
O=C(NCc1nc2ccccc2[nH]1)C1=C[C@@H](c2csc3ccccc23)C[C@@H](OCCCCO)O1,-1,21,24,0.5,i,x,0.1,-9,1.5&-0.3
Cn1ccnc1SCC(=O)c1ccc([N+](=O)[O-])cc1,-17,3&5,6,0.7,i,4,1.3,-9,0.3
CCOC(=O)c1cc(NCc2cccs2)ccc1N1CCOCC1,1,13,4,-1.4,i,5,-0.5,1,-18
Cc1ccc(Cc2c(-c3ccc(C#N)cc3)nc3c(C)cc(Br)cn23)cc1,21,x,x,1.5,x,x,x,-1,-0.1

# The closing seven entries of the part before lead into the next:
SMILES,PrPC surface inh,SSB-PriA inh,Yp Topo-I inh,BoNT A protease,BH1578 lux ind,3CLpro inhibitor,PfHsp40 yeast,Anthrax LF inh2,TcdB inh
Cc1ccc(NC(=O)CN2CCN(c3ccccn3)CC2)cc1S(=O)(=O)N(C)C,3,-4,15,-1.3,-0.4,4,1.1,-6,0.4
O=C(CSc1nc(-c2ccco2)cc(C(F)(F)F)n1)NCCCN1CCOCC1,0,1,3,-0.4,i,-4,-0.4,-7,-3.1
CC1=C(C(=O)NCc2ccccc2)C(c2ccccc2OCC(N)=O)NC(=O)N1 (stereo not drawn),-6,-6,4,-0.4,i,2,0.8,2,x
O=C(NCc1nc2ccccc2[nH]1)C1=C[C@@H](c2csc3ccccc23)C[C@@H](OCCCCO)O1,-1,21,24,0.5,i,x,0.1,-9,1.5&-0.3
Cn1ccnc1SCC(=O)c1ccc([N+](=O)[O-])cc1,-17,3&5,6,0.7,i,4,1.3,-9,0.3
CCOC(=O)c1cc(NCc2cccs2)ccc1N1CCOCC1,1,13,4,-1.4,i,5,-0.5,1,-18
Cc1ccc(Cc2c(-c3ccc(C#N)cc3)nc3c(C)cc(Br)cn23)cc1,21,x,x,1.5,x,x,x,-1,-0.1
Cc1cc(C)c2c(=O)n3c(nc2c1)C(Cc1ccc(O)cc1)NC(=O)c1cccnc1-3 (stereo not drawn),0,x,24,-0.1,-0.4,x,x,0,2.3
CCOC(=O)c1oc2cc(O)ccc2c(=O)c1-c1csc(C)n1,-5,-22,5,-0.3,i,-3,-1.2,0,x
N#Cc1cccc(NC(=O)CCn2ccnc2)c1,-7,-5,-5,-0.1,i,2,-1.9,2,x
COc1ccc(CCn2c(O)c(/C=N/N3CCCCC3)c(=O)[nH]c2=O)cc1OC,-1,x,-5,0.3,-0.3,2,-0.6,2,x
CC(CNC(=O)C(C)C)NC(=O)C(C)C (stereo not drawn),-3,-11,3,0.2,i,4,0.8,2,x
COc1ccccc1NC(=O)NNC(=O)c1cc2ccccc2cc1O,0,2,-9,-0.3,-0.2,1,7.7,8,-1.6
Cc1cccc(NS(=O)(=O)c2ccc(C3CCCCC3)cc2)c1,12,-3,23,0.5,i,3,u,-2,x
O=C(OCCN1CCCCC1)c1cccc(F)c1,8,-12,-1,-5.1,i,-1,-0.8,-5,-2.6
CCCN(CC(=O)Nc1ccccc1OC)C(C)C(=O)NC(C)CCc1ccccc1 (stereo not drawn),3,-14,14,-0.1,0.9,5,1.4,0,0.2
CC(CCn1cccn1)NC(=O)CCc1nnc(CCc2ccccc2)o1 (stereo not drawn),-5,-11,0,0.0,-0.2,6,0.2,1,0.6
O=C1CSCc2nc3ccccc3n21,2,-9,-1,0.3,i,x,0.4,5,1.2
O=C(COC(=O)c1cc(Cl)ccc1O)Nc1ccc2c(c1)OCCO2,-5,9,2,-1.2,0.7,x,0.1,-5,1.8
CC(C)c1nnc(NC(=O)COC(=O)/C=C/c2ccc([N+](=O)[O-])cc2)s1,-6,-8,-5,4.2,5.0,-3,0.1,0,-0.9
S=C(NC1CCCC1)NC1CCCC1,11,-1,-3,-0.2,-3.3,0,1.0,0,0.1
COc1cc(CN2CCNCC2)cc(OC)c1OC,12,-10,-1,x,-0.2,1,-0.3,x,-0.2
Cc1ccc(NC(=O)CCSc2nnc(C)o2)cc1,0,-1,3,-0.2,-0.3,-7,-1.3,-4,0.1
Cc1ccccc1NC(=O)Cn1cnc2c(oc3nc4c(cc32)COC(C)(C)C4)c1=O,1,-7,2,-0.1,-0.3,1,-0.2,-1,2.8
CC(=O)N1CCc2c(sc(NC(=O)Cc3ccc(C)cc3C)c2C#N)C1,2,-3,-5,1.0,1.1,-5,-0.7,-1,-1.4
c1ccc(-c2cc(-c3nc4ccccc4[nH]3)c3ccccc3n2)cc1,-7,-10,-13,1.4,-0.2,2,1.2,-2,1.1
CS(=O)(=O)Nc1cccc(C2=NN(C(=O)c3ccc(F)cc3)C(c3cccs3)C2)c1 (stereo not drawn),6,7,-2,0.5,i,5,0.4,-15,-0.6
CN(C)CC1CCCCC1OC(=O)c1ccc(Br)cc1 (stereo not drawn),0,-10,-6,0.5,i,-1,-1.4,-1,-2.3
COc1ccc(/C=N/NC(=O)c2ccc(CN3c4cccc5cccc(c45)S3(=O)=O)cc2)cc1,1,x,-3,0.9,i,2,-1.2,0,-5.0
O=C(c1ccco1)N1CCCC(c2nc3c(nnn3Cc3cccc(Cl)c3)c(=O)[nH]2)C1 (stereo not drawn),-9,-4,-7,-0.7,-0.1,-3,-0.6,0,0.0
O=C(CCCN1C(=O)/C(=C\c2ccccc2)SC1=S)N1CCOCC1,0,8,27,-0.7,i,x,0.9,-1,2.1
O=C(Cc1cc(=O)[nH]c(=O)[nH]1)N1CCN(CCO)CC1,-7,3&-12,3,-0.5,0.3,2,0.6,-14,1.3
CC(C)C(=O)Nc1ccc([N+](=O)[O-])cc1Br,-13,-4,-1,0.4,-0.2,-3,-0.4,1,x
Cc1cc(C)nc(N2CCC(C(=O)NCc3ccccc3)CC2)n1,3,2,6,-0.8,i,0,-0.5,-4,x
Cc1ccc(CNC(=O)C(=O)NCC(c2ccco2)N2CCOCC2)cc1 (stereo not drawn),9,-23,-5,-0.1,-0.3,3,-0.6,1,x
O=C(N/N=C/c1cc([N+](=O)[O-])ccc1O)c1cc(-c2ccccc2)nc2ccccc12,-4,x,2,0.7,-0.3,-6,-0.9,-1,-0.1
O=C(c1cccs1)c1ccc(-c2cccs2)s1,-24,-58,12,33*,-0.6,-2,-0.4,35*,x
CCN1CCSc2ccc(C(=O)Nc3ccc(NC(C)=O)cc3)cc21,2,-1,2,-0.1,i,2,0.5,-3,2.8
COc1ccccc1Cn1c(=S)[nH]c2ccccc2c1=O,62*,-7,0,-0.6,-13,1,-0.6,9,2.6
Nc1c(C(=O)NCc2ccccc2)sc2nc(N3CCOCC3)c3c(c12)CCCC3,4,-6,8,0.5,-1.2,0,1.4,-7,x
O=C(Cn1c(NCCO)nc2ccccc21)c1ccc(F)cc1,7,-4,7,-1.4,i,-4,-1.2,-2,1.1
COc1ccccc1CNS(=O)(=O)c1c(C(=O)N2CCCC2)c(C)n(C)c1C,2,8,-2,-0.2,-6.2,7,-0.5,2,2.6
O=C(COCC(=O)Nc1cccc(C(F)(F)F)c1)Nc1cccc(C(F)(F)F)c1,-5,-25,11,-0.2,-0.4,8,-1.5,-2,x
O=C1Nc2ccccc2C(O)(C(=O)NCc2ccco2)N1c1ccc(Cl)cc1 (stereo not drawn),x,-14,-1,3.0,-1.5,-5,0.2,0,x
